SNCA expr inh: inhibitors of alpha-synuclein (SNCA) gene expression | HEK-293 SNCA-luciferase knock-in, luminescence, 24 h | Potency, µM (top dose mostly 57.2 µM), for the others: top-dose activity change, negative = inhibition, usual class: inhibitors | 0.17% of 140,000 active | AID 1671194;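 note: potency is the fitted concentration of half-maximal effect; plate controls were DMSO cells for no effect and cell-free wells for full effect; nearly all actives have a fitted effect of over 45% in size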
3T3 cytotox: cytotoxic compounds in NIH 3T3 cells | 4.3% of 94,000 active | Potency, µM (doses to about 96.7 µM), inactives show at the highest dose activity change, negative = cytotoxicity, most hits filed as inhibitors | AID 1345082 | NIH 3T3 viability, CellTiter-Glo ATP luminescence, 48-72 h; note: potency is the fitted concentration of half-maximal effect; nearly all actives have a fitted effect of over 55% in size
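Mouse fibroblast NIH 3T3 cells, 400 per well, received compound via pintool and were incubated for 48 or 72 hr prior to CellTiter-Glo ATP luminescence measurement.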
GPT2 inhibitor: GPT2 alanine aminotransferase inhibition | 0.25% of 100,000 active | Potency, µM (series often up to 57.7 µM), inactives show top-dose activity change, negative = inhibition, actives largely listed as inhibitors | AID 1671188 | Recombinant GPT2, coupled pyruvate oxidase/HRP Amplex Red fluorescence; note: potency is the fitted concentration of half-maximal effect; nearly all actives have a fitted effect of over 60% in size; many of its hits are not listed in these tables
Target sequence (Q8TD30 whole entry, looked up): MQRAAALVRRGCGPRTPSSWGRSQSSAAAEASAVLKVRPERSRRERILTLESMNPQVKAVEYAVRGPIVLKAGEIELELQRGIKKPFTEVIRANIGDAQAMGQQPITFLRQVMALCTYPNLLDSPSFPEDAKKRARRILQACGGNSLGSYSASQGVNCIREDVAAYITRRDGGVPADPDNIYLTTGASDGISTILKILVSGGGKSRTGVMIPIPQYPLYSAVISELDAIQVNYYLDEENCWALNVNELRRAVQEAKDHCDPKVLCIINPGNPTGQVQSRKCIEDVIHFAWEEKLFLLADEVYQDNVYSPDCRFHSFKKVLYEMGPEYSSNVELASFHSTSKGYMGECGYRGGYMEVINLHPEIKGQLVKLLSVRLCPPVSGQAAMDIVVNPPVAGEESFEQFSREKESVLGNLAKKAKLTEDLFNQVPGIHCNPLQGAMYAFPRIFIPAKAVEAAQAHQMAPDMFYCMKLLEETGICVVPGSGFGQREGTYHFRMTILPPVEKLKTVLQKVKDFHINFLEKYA
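GPT2 10ng/uL, a-KG 250uM, L-Ala 2mM, HEPES pH7.5 + 0.0001% Tween; 30 min RT. Then Amplex mix (PO/HRP/ThPP), 30 min RT dark, fluorescence. AOA 50uM used as positive control.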
SNCA viab count: reduces viability of HEK-293 SNCA reporter cells; HEK-293-SNCA-luc viability, GF-AFC fluorescence, 24 h; Potency, µM (doses to about 57.1 µM), for inactives: at the highest dose activity change, negative = cytotoxicity, most hits filed as cytotoxic; 0.12% of 150,000 active; AID 1671193;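 note: potency is the fitted concentration of half-maximal effect; 0% = DMSO-treated cells and -100% = medium-only wells without cells; nearly all actives have a fitted effect of over 30% in size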
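Cytotoxicity counterscreen: after 24 h compound treatment of genome-edited SNCA-luciferase HEK-293 cells, live-cell protease substrate GF-AFC read by fluorescence after 30 min; activity scaled between DMSO (0%) and medium-only (-100%), curves Hill-fitted.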
IP6K1 inhibitor: inhibitors of human IP6K1. activity change, % (series mostly up to about 58 µM). 0.81% of 140,000 active. IP6K1 kinase, ADP-Glo luminescence, 2 h; active compounds read low; in the data active = activity change below about -25%
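ADP-Glo luminescence measures ADP made by human IP6K1 during a 2 h RT reaction with ATP/IP6 (mix at 1.3 mM/130 uM); top library doses 57.5 and 19.1 uM final.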
Luciferase inh: inhibitors of firefly (Photinus pyralis) luciferase; AID 1347043; Potency, µM (series often up to 115 µM), inactives show top-dose activity change, negative = inhibition, usual class: inhibitors; purified P. pyralis luciferase, luminescence, biochemical; 2.5% of 76,000 active; note: potency is the fitted concentration of half-maximal effect; nearly all actives have a fitted effect of over 65% in size
Target sequence (P08659 whole entry, looked up): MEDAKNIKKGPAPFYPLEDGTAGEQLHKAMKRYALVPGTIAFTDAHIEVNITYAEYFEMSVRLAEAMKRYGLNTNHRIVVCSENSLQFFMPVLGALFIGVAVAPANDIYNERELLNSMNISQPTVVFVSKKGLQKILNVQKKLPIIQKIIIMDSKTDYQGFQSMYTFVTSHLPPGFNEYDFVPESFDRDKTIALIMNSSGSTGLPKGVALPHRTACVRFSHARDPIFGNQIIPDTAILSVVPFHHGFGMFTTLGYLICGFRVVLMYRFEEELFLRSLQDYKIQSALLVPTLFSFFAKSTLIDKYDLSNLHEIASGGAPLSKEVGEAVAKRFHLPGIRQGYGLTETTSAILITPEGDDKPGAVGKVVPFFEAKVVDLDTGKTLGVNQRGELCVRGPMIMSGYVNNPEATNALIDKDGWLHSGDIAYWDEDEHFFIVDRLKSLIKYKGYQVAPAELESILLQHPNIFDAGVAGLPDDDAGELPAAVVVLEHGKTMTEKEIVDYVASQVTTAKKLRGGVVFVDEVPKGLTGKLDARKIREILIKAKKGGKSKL
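Purified 10nM P. pyralis luciferase with 10uM D-luciferin and 10uM ATP in 50mM Tris acetate pH 7.5, 10mM Mg acetate, 0.01% Tween-20, 0.05% BSA. qHTS titration; luminescence read by CCD imager.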
HEK cytotox: HEK 293 cell cytotoxicity; HEK 293 viability, ATP luminescence (CellTiter-Glo), 48-72 h; Potency, µM (series often up to 115 µM), without a hit: at the top dose activity change, negative = cytotoxicity, most hits filed as inhibitors; 6.6% of 94,000 active; AID 1345083; note: potency is the fitted concentration of half-maximal effect; nearly all actives have a fitted effect of over 60% in size
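HEK 293 seeded at 250 cells/well receive compound via pintool. After 48 or 72 hr at 37 degree Celsius, 5% CO2 and 95% humidity, CellTiter-Glo is dispensed and luminescence read following 10 min at room temperature.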
Numbers without * were called inactive; i = inactive; ? = inconclusive; . = not tested or not shown; [ ] = another dose, or the depositor's remark. Unless noted, calls come from the whole dose curve; as a rule, active = well fitted curve in the direction sought with a large enough effect; inconclusive = small, poorly fitted or top-dose-only effect, or another doubt; inactive = no such curve, though single readings can be large; an effect the other way counts as inactive or inconclusive. Unless noted, % is set by controls: 0 for no effect and ±100 for the full control effect. An excerpt, so the mix of outcomes need not match the whole.

#1 Cn1ccnc1CN1C[C@@H](F)[C@@H](OCc2nc3ccncc3[nH]2)C1
#2 CC(=O)c1cccc(NC(=O)CCS(=O)(=O)c2ccc3c(c2)n(C)c(=O)c(=O)n3C)c1
#3 COC(=O)[C@@H]1Cc2c([nH]c3ccccc23)[C@H]2C[C@@H](NCCCn3ccnc3)C[C@@H](c3ccc(F)cc3)N21
#4 COc1ccc(C(=O)NC2CCN(c3ccc(=O)n(C)n3)CC2)c(OC)n1
#5 CC1=C[C@@H](CNC(=O)C2CCCCC2)[C@H](C(C)C)C[C@H]1Cc1nc2ccc(F)cc2[nH]1

Compound,1,2,3,4,5
SNCA expr inh,6.4%[87.6 µM],-4.5%,-2.2%,47.1%[activator],?
3T3 cytotox,-18.6%[174 µM],.,25.1µM*,-4.9%,?
GPT2 inhibitor,-7.9%[88.5 µM],.,4.0%,i,-16.1%[88.5 µM]
SNCA viab count,8.7%[87.6 µM],-0.6%,-24.8%,-28.1%,?
IP6K1 inhibitor,13.3,20.2,-12.7,4.1,11.9
Luciferase inh,9.2%[172 µM],.,-2.1%,-2.3%,-14.4%[172 µM]
HEK cytotox,-17.6%[172 µM],.,25.1µM*,?,28.2µM*

The last 4 entries of the section above open the next one.
#2 CC(=O)c1cccc(NC(=O)CCS(=O)(=O)c2ccc3c(c2)n(C)c(=O)c(=O)n3C)c1
#3 COC(=O)[C@@H]1Cc2c([nH]c3ccccc23)[C@H]2C[C@@H](NCCCn3ccnc3)C[C@@H](c3ccc(F)cc3)N21
#4 COc1ccc(C(=O)NC2CCN(c3ccc(=O)n(C)n3)CC2)c(OC)n1
#5 CC1=C[C@@H](CNC(=O)C2CCCCC2)[C@H](C(C)C)C[C@H]1Cc1nc2ccc(F)cc2[nH]1
#6 CN1CCN(C(=O)c2cccs2)CC12CCNC(=O)CC2 (stereo not given)
#7 COc1cc(C(=O)NCc2ccc3c(c2)CCN3C(=O)c2ccc(Cl)cc2)cc(OC)c1OC
#8 CO[C@H]1C(=O)N(C2CCN(C(=O)c3n[nH]c4ccccc34)CC2)[C@H]1c1ccncc1
#9 Cn1nc(-c2ccncc2)cc1NC(=O)c1ccc(F)cc1
#10 O=C(NCCc1ccc(F)cc1)c1cc(-c2cccc(C(F)(F)F)c2)c2nncn2n1

Compound,2,3,4,5,6,7,8,9,10
SNCA expr inh,-4.5%,-2.2%,47.1%[activator],?,-13.0%,-7.0%,-8.8%,3.4%[87.6 µM],-14.1%
3T3 cytotox,.,25.1µM*,-4.9%,?,-2.5%,.,-27.0%,?,-27.6%
GPT2 inhibitor,.,4.0%,i,-16.1%[88.5 µM],0.8%,.,-2.2%,i,i
SNCA viab count,-0.6%,-24.8%,-28.1%,?,-2.3%,4.2%,-0.1%,-5.6%[87.6 µM],-12.0%
IP6K1 inhibitor,20.2,-12.7,4.1,11.9,8.3,19.8,18.0,-7.9,-4.3
Luciferase inh,.,-2.1%,-2.3%,-14.4%[172 µM],4.3%,.,-7.7%,.,.
HEK cytotox,.,25.1µM*,?,28.2µM*,i,.,-0.1%,?,?

#11 CN1CC2(CCN(c3nc(-c4ccccc4)no3)CC2)CC(c2ccccc2)C1=O (stereo not given)
#12 CCCS(=O)(=O)N1CCCCCCNC(=O)[C@@H]2CCC[C@@H]21
#13 CC(C)S(=O)(=O)NC[C@H](C)c1ccc(NC(=O)c2cc(F)cc(F)c2)cc1
#14 CC[C@H]1CN(C(=O)c2cccnc2)CC[C@H]1CC(=O)NCc1ccc(OC)c(OC)c1
#15 COc1cc(CN2CCN(S(=O)(=O)c3ccc(NC(C)=O)cc3)CC2)cc(OC)c1OC

Compound,11,12,13,14,15
SNCA expr inh,48.4%[activator],-10.5%,.,35.0%[activator][87.6 µM],-5.5%
3T3 cytotox,?,i,.,-10.7%[174 µM],.
GPT2 inhibitor,0.5%,-6.7%,2.2%,-10.9%[88.5 µM],.
SNCA viab count,-6.3%,?,19.9%,-0.9%[87.6 µM],-6.2%
IP6K1 inhibitor,-9.6,-3.5,-8.6,3.1,-12.3
Luciferase inh,?,1.8%,.,4.6%[172 µM],.
HEK cytotox,?,i,.,-15.4%[172 µM],.

#16 Cc1ccc(CN2C(=O)NC3(CCN(C(=O)c4ccncc4)CC3)C2=O)cc1
#17 COc1ccc(OC)c(C2NC(=O)NC(C)=C2C(=O)Nc2ccc(F)cc2)c1 (stereo not given)
#18 O=C(Nc1ccccc1)N1CCCC(c2nn(-c3ccc(Cl)cc3)c(=O)[nH]2)C1 (stereo not given)
#19 CNC(=O)[C@@H](c1ccccc1)N1CCC[C@H]1C(=O)NCc1ccncc1
#20 CN1[C@@H](CCC(=O)N2CCc3ccccc32)CNC(=O)[C@@H]2[C@H]1CCN2Cc1cccs1

Compound,16,17,18,19,20
SNCA expr inh,0.6%,1.0%,5.1%,-0.8%[87.6 µM],6.5%
3T3 cytotox,-15.3%,.,?,-0.7%[138 µM],-25.0%
GPT2 inhibitor,i,.,?,-4.6%[88.5 µM],-26.3%
SNCA viab count,2.5%,4.8%,-11.0%,-1.6%[87.6 µM],-10.8%
IP6K1 inhibitor,-12.6,-2.2,1.5,-1.7,4.1
Luciferase inh,5.6%,.,-14.7%,-8.5%[172 µM],-8.3%
HEK cytotox,2.3%,.,-20.3%,i,-20.9%

#21 COCCNC(=O)[C@@H]1C[C@@H](O)CN1C1CCN(C(=O)C2(c3ccccc3)CC2)CC1
#22 CCN(C(=O)CN1C=C(C(=O)OC)C(C)=NS1(=O)=O)c1cccc(C)c1
#23 COC(=O)N1CCCC2(C1)C(=NC1CCCC1)NC(=O)N2c1cc(F)cc(F)c1 (stereo not given)
#24 O=C(Nc1ccccc1Br)C1CCCN(S(=O)(=O)c2cccc3nsnc23)C1 (stereo not given)
#25 Cc1cc(C(=O)NCC(C)C)c2c(C3CCCN3)noc2n1 (stereo not given)

Compound,21,22,23,24,25
SNCA expr inh,12.9%,-19.9%,-17.8%,-18.8%,10.9%
3T3 cytotox,i,-18.5%,-28.5%,.,i
GPT2 inhibitor,i,i,-7.3%,.,i
SNCA viab count,14.7%,0.9%,-3.4%,-0.6%,-4.8%
IP6K1 inhibitor,23.9,-18.7,10.5,-2.1,0.1
Luciferase inh,-0.2%,8.7%,-4.2%,.,.
HEK cytotox,i,-21.7%,-12.9%,.,i

#26 COc1ccc(S(=O)(=O)c2c(SC)nn(Cc3ccccc3C)c2NC(C)=O)cc1
#27 c1ccc(Nc2cc3c(cn2)CN(Cc2ccc4[nH]ccc4c2)CCN3)cc1
#28 CN(C)CC1(O)CCC2(CCN(C(=O)c3[nH]nc4c3COc3ccccc3-4)CC2)CC1
#29 O=C(NCCc1nccc(-c2ccccc2)n1)[C@H]1CCC[C@H](O)C1
#30 COc1ccccc1N1CCN(c2ccc(=O)n(CC(=O)Nc3cc(F)ccc3C)n2)CC1

Compound,26,27,28,29,30
SNCA expr inh,-14.8%,-2.1%[87.6 µM],121.6%[activator],?,-8.0%
3T3 cytotox,.,28.2µM*,-10.9%,-7.5%,.
GPT2 inhibitor,.,-25.9%[88.5 µM],4.6%,-1.7%,.
SNCA viab count,-9.3%,?,-15.0%,-10.2%,-2.3%
IP6K1 inhibitor,23.9,-22.3,-13.5,32.7,15.4
Luciferase inh,.,?,0.0%,-2.4%,.
HEK cytotox,.,39.8µM*,-17.3%,-17.9%,.

#31 CN1C[C@@H](NS(=O)(=O)c2ccc(C#N)cc2)C[C@H]1c1nc(-c2ccncc2)no1
#32 CN1c2cccnc2CN(C2CCCCC2)CC[C@H]1CO
#33 C1CC(C2CCN(C3CNC3)CC2)CN1 (stereo not given)
#34 COc1ccccc1-c1cnc2n[nH]c(-c3ccccc3)c2n1
#35 Cc1nc2c(c(=O)[nH]1)CCN(C(=O)CCc1n[nH]c3c1CCCC3)C2

Compound,31,32,33,34,35
SNCA expr inh,9.4%[87.6 µM],-13.6%[87.6 µM],17.5%,?,-22.7%
3T3 cytotox,-29.6%[174 µM],-7.4%[230 µM],-23.2%,79.4µM*,-20.4%
GPT2 inhibitor,i,i,-3.1%,-19.5%[88.5 µM],-1.6%
SNCA viab count,2.5%[87.6 µM],0.8%[87.6 µM],-2.2%,9.3%[87.6 µM],4.2%
IP6K1 inhibitor,1.4,-5.0,-8.4,16.8,3.0
Luciferase inh,0.7%[172 µM],5.9%[230 µM],-2.1%,-15.9%[172 µM],6.8%
HEK cytotox,-26.5%[172 µM],-1.2%[230 µM],-11.0%,?,-16.6%

#36 CCCCOc1ccc(C2=NC(c3cccs3)=Nc3ccc(CC)cc3N2)cc1
#37 Cc1ccc2nc(CO[C@H]3CN(Cc4ccc(S(C)(=O)=O)cc4)C[C@H]3F)[nH]c2c1
#38 Cc1cc2ncc(C(=O)NC3CCCCCC3)cn2n1
#39 Cc1ccc(CN2CCC3(Cc4ccccc4CNC3=O)C2)cc1 (stereo not given)
#40 N#Cc1cccc(-c2ccnc(N[C@H]3CO[C@H]4[C@@H]3OC[C@H]4OC(=O)Nc3ccc(Oc4ccccc4)cc3)n2)c1

Compound,36,37,38,39,40
SNCA expr inh,41.5%[activator],0.4%[87.6 µM],4.1%[87.6 µM],-13.2%,-16.7%
3T3 cytotox,.,?,2.8%[138 µM],-26.8%,?
GPT2 inhibitor,.,i,i,i,-4.5%
SNCA viab count,-6.9%,4.7%[87.6 µM],2.3%[87.6 µM],-3.8%,-5.9%
IP6K1 inhibitor,6.0,2.3,3.4,-12.3,2.6
Luciferase inh,.,?,.,.,-0.7%
HEK cytotox,.,?,4.6%[172 µM],?,?

#41 O=C(O)c1ccc(NCc2nc3c(n2Cc2ccccc2)C(=O)N(CC2CCOCC2)CCN3)cc1
#42 Cc1nnc(-c2cc(-c3ccc(N4CCOCC4)cc3)ccn2)n1Cc1ccccc1
#43 Cn1ncc2c(C(=O)NCc3cccc(F)c3)cc(-c3ccccc3)nc21
#44 CN1C(=O)CC(C(=O)O)C12CCN(Cc1noc(C3CCCC3)n1)CC2 (stereo not given)
#45 Cc1ccc(-n2ncc3c(Nc4cccc(C(=O)O)c4)ncnc32)cc1
#46 Cn1ncc2c(C(=O)NCc3ccccn3)cc(-c3cccnc3)nc21
#47 Cc1ccc(S(=O)(=O)N2CCc3cc(C(=O)Nc4ccc(C(F)(F)F)cc4)ccc32)cc1
#48 O=C(COc1ccccc1)N1CCOC[C@H](Oc2ccc(C(F)(F)F)cn2)C1

Compound,41,42,43,44,45,46,47,48
SNCA expr inh,11.2%,5.1%[87.6 µM],-12.6%,-7.8%,92.4%[activator],7.0%[87.6 µM],-8.0%,-21.8%[87.6 µM]
3T3 cytotox,?,?,?,i,.,?,.,-23.1%[138 µM]
GPT2 inhibitor,i,-6.2%[88.5 µM],?,i,.,-9.3%[88.5 µM],.,-7.1%[88.5 µM]
SNCA viab count,3.0%,-6.4%[87.6 µM],-8.9%,9.9%,3.5%,3.0%[87.6 µM],3.0%,0.7%[87.6 µM]
IP6K1 inhibitor,-10.1,-4.8,1.9,9.1,-10.7,17.1,-8.3,20.0
Luciferase inh,1.5%,-9.6%[172 µM],.,-5.7%,.,.,.,-6.0%[172 µM]
HEK cytotox,3.5%,?,?,i,.,?,.,-20.9%[172 µM]
